# Screens: PubChem, several laboratories
# FXIIa inh: inhibitors of human coagulation factor XIIa; P00748; inhibition, % at 5 µM; AID 800; actives 0.3% (n = 220,000); purified FXIIa, Boc-QGR-AMC fluorogenic substrate, 2 h; in the data active = inhibition above about 40%;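 also: 0% = enzyme with no compound and 100% = blank without enzyme; many of its hits are not listed in these tables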
# Wee1 degr inh: blocks degradation of human Wee1 kinase. HeLa Luc-Wee1K328M stability, luciferase luminescence; 100% = proteasome inhibitor MG132 effect. reporter increase, % at 5 µM. actives 1.2% (n = 220,000);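 active = activation above the mean of all tested compounds plus 3 SD, set per screening run, cut at about 8.8% in these data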;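 also: cells exposed to compound for 20 h before luminescence read; 0% = DMSO alone and 100% = MG132 at 30 µM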
# eIF4E 4G PPI: eIF4E/eIF4G interaction inhibition in translation initiation | P63073+Q04637 | TR-FRET eIF4E-eIF4GI(517-606) binding, 2 h | inhibition, % at 21.7 µM | actives 0.37% (n = 220,000) | AID 782;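 active = inhibition above about 30%, limit read from the data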;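 also: 0% = full FRET control wells and 100% = background wells lacking eIF4GI fragment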
# 14-3-3 Bad inh: disrupts binding of bovine 14-3-3 zeta to phospho-Bad peptide. P63103. inhibition, % at 21.7 µM. actives 0.71% (n = 220,000). AID 781. TR-FRET 14-3-3zeta/Dy647-pBad peptide displacement, 1 h;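 active = inhibition above about 70%, limit read from the data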;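 also: 0% = full 14-3-3 plus peptide FRET controls and 100% = background without 14-3-3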
# FXIa inh: factor XIa (human) inhibition; inhibition, % at 5 µM; purified FXIa, Boc-Glu-Ala-Arg-AMC fluorogenic substrate; actives 0.14% (n = 220,000); AID 798; P03951;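 active = inhibition of at least 40%; inactive = inhibition below 40%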;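 also: fluorescence of freed AMC excited at 355 nm; 0% = enzyme without compound and 100% = no enzyme blank; many of its hits are not listed in these tables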
# Target sequence (P03951 19-387 limits assumed): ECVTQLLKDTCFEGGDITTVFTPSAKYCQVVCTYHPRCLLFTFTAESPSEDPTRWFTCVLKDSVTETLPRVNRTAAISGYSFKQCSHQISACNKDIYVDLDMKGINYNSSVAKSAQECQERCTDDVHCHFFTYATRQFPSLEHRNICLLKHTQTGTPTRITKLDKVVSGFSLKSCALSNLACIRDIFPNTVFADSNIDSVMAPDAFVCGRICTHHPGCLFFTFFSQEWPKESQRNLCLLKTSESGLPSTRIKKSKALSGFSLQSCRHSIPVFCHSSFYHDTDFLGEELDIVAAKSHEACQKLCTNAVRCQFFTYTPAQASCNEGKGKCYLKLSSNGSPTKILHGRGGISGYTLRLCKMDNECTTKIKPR
# Target sequence (P03951 388-625 limits assumed): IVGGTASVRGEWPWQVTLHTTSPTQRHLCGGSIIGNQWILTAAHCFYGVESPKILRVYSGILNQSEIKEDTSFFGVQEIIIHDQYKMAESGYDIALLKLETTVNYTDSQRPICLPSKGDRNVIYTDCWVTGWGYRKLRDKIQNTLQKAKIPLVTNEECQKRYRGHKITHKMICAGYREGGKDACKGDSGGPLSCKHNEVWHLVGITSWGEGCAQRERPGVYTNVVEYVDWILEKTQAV
# Mdm2 ligase inh: Mdm2 E3 ligase (human) inhibition; AID 1230; cell-based MDM2 ubiquitination luciferase reporter, 2 h; 0 = plate control, 100 = twice control, blank-subtracted; Q00987; signal enhancement, % at 5 µM; actives 0.11% (n = 210,000);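 active = signal enhancement of 30% or more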;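 also: luminescence tracks abundance of the self-degrading MDM2-luciferase fusion protein; higher signal means inhibition of MDM2 E3 ligase activity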
#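 Test system: stable mammalian line carrying autodegrading MDM2–luciferase fusion reporter; quantity: 2000 cells in each well; times: 4 h cell settling then 2 h compound exposure, 37 °C; detection: luminescence with SteadyLite reagent, 15 min at room temperature; evaluation: percent signal gain over controls, blank-subtracted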
# Rad51 HR inh: Rad51 (human) homologous recombination inhibition; inhibition, % at 10 µM; Q06609; AID 1385; actives 0.085% (n = 200,000); hRad51 DNA strand exchange, fluorescence dequenching;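 active = inhibition above 40% at the single screening dose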;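 also: 0% = DMSO control wells and 100% = blanks with heterologous ssDNA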
#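 Material: hRad51 filaments on single-stranded DNA; Reagent: Donor/quencher-labelled 47-bp dsDNA substrate; Compound: 10 µM final, single point; Schedule: 37 °C 15-min filament assembly, 30-min compound preincubation, 15-min exchange; Technique: FRET fluorescence, excitation 485 nm, emission 520 nm; Benchmarks: control wells and blank wells on each plate.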
# p97 ATPase inh: blocks human p97 ATPase activity; recombinant p97 ATPase, Kinase-Glo ATP luminescence, 3 h; inhibition, % at 8 µM; actives 0.42% (n = 220,000); in the data active = inhibition above about 15%;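 also: 0% = DMSO vehicle and 100% = wells lacking enzyme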
# hK5 inh: blocks human kallikrein 5 protease activity; recombinant hK5, fluorogenic AMC substrate cleavage; inhibition, % at 5 µM; actives 0.59% (n = 210,000); AID 873;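 active = inhibition of 40% or more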;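 also: 0% = enzyme controls without compound and 100% = no-enzyme blanks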
# Target sequence (Q9Y337 67-293 limits assumed): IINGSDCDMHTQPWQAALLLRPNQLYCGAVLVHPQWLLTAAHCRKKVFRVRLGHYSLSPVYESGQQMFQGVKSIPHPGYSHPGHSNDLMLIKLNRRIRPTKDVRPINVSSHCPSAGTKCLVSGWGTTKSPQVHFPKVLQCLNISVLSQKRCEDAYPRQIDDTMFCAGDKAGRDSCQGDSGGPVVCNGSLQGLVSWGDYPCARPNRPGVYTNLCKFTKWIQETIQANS
# An asterisk follows results filed as active; · = no result given; [ ] = dose if it differs, or a comment.
SMILES,FXIIa inh,Wee1 degr inh,eIF4E 4G PPI,14-3-3 Bad inh,FXIa inh,Mdm2 ligase inh,Rad51 HR inh,p97 ATPase inh,hK5 inh
Cc1ccc(C2(c3noc(CN4C[C@@H](C)O[C@@H](C)C4)n3)CCCC2)cc1,4,0,0,-2,-3,-11,·,-2,-4
CC(=O)C1=C(C)NC2=C(C(=O)c3ccccc32)C1c1ccccc1 (stereo not drawn),10,3,-1,-31,-2,-16,23,4,-3
CCCCCSc1nnc2c(n1)OC(c1cccn1C)N(C(C)=O)c1ccccc1-2 (stereo not drawn),18,1,-3,-10,6,-21,-8,-1,-2
CN(C)c1ccc(C(=S)N2CCCCC2)cc1,8,2,1,-3,-2,-4,-11,6,1
O=C(c1ccc(F)cc1)c1c[nH]c(C(=O)NCc2cccnc2)c1,14,-4,4,11,10,-17,5,-1,-24
COc1ccc(/C=C(/C(=O)Nc2ccccc2C(=O)NC(C)C)c2ccccc2)cc1,2,3,-10,-8,-18,-21,4,-3,-3
Fc1ccccc1/C=C1\CCCC2=C1Nc1ncnn1C2c1ccccc1F (stereo not drawn),0,2,5[fluorescence artefact?],-10[fluorescence artefact?],4,-17,-3,4,-1
COc1ccc(NC(=O)c2ccc(CN(c3cc(Cl)ccc3C)S(=O)(=O)c3ccccc3)cc2)cc1OC,10,-2,2,0,6,11,-5,4,4
N#C/C(=N\O)c1nc2ccccc2[nH]1,15,0,-4,-8,10,3,·,3,2
CCc1c(C)c(C#N)c2nc3ccccc3n2c1NCc1ccccn1,11,-4,0,-13,-1,-8,-25,5,-1
N/C(=C\C(=O)c1cc(Cl)ccc1O)C(Cl)(Cl)Cl,-2,0,7,18,-8,-1,-7,-5,14
Nc1nnc(SCCOc2ccccc2)s1,22,3,4,0,2,-2,5,-1,-5
CCN(CCCCN1C(=O)c2ccccc2C1=O)c1ccc2c(c1)C(=O)N(C)C2=O,4,0,-12,-1,-6,-13,0,-2,-11
Cc1ccc(-n2c(SCC(=O)NCc3ccco3)nc3sc(C)c(C)c3c2=O)cc1,3,1,2,14,2,7,0,1,-1
S=c1[nH]nc(-c2cc3ccccc3o2)n1Cc1ccccc1,16,3,1,-7[fluorescence artefact?],11,-2,6,-1,-2
CC1CN(CCCCOc2ccc3ccccc3c2)CC(C)O1 (stereo not drawn),9,1,-2,46,9,5,4,6,-2
O=C(O)c1ccc(N=NN2CCOCC2)cc1,13,2,14,-4,9,-11,·,-2,-2
O=C(c1ccc(CSc2ccccc2)cc1)N1CCCCCC1,4,0,1,-4[fluorescence artefact?],-1,-2,·,-5,-12
Cc1ccc2c(c1)-c1cc(C)nn1C(c1sccc1C)N2 (stereo not drawn),4,0,3,-12,-8,-8,-2,-1,-1
CCCC(=O)N1CCN(C2=NS(=O)(=O)c3ccccc32)CC1,4,-1,-8,1,4,-1,1,2,-5
O=C(N/N=C/c1cc2c(cc1Br)OCO2)c1ccccn1,3,0,-3,-2,-13,-5,14,-20,-10
COc1ccc(NS(=O)(=O)c2cccc(N/C(=N\S(=O)(=O)c3ccccc3)c3ccc(F)cc3)c2)cc1,6,4,4,8,4,8,-5,7,-8
COCCNC(=S)N/N=C(\C)c1ccc(C)c([N+](=O)[O-])c1,7,-3,19,-7[fluorescence artefact?],7,9,6,2,-12
CS(=O)(=O)N(CC(=O)N1CCN(c2ccccc2F)CC1)c1cc(C(F)(F)F)ccc1Cl,15,0,-3,37,2,-16,1,0,-14
Cc1cc(C)cc(Oc2coc3cc(OC(=O)c4cccnc4)ccc3c2=O)c1,24,-2,3,11,19,-6,0,-3,-23
# Remaining list, next part.
SMILES,FXIIa inh,Wee1 degr inh,eIF4E 4G PPI,14-3-3 Bad inh,FXIa inh,Mdm2 ligase inh,Rad51 HR inh,p97 ATPase inh,hK5 inh
CC1(CC(=O)O)SC(=O)NC1=O (stereo not drawn),25,-1,-3,9,7,-15,-4,5,-7
COc1ccc(-n2cc(-c3ccccc3)nc2SC)cc1,12,8,2,-6,6,12,12,1,-5
COc1ccc(N(CC(=O)Nc2ccccc2C)S(=O)(=O)c2c(C)[nH]c(=O)[nH]c2=O)cc1,7,1,6,0,5,-21,-25,8,1
C/C(Cn1nnc2ccccc21)=N\OC(=O)c1ccccc1C,4,1,-1,-5,6,-11,-1,-3,-5
O=C(NC(=S)Nc1ccc(S(=O)(=O)NC2CCCCC2)cc1)c1cccs1,9,-1,-4,-4[fluorescence artefact?],6,-12,-5,5,-7
COc1ccc(Nc2ncnc3scc(-c4ccc(OC)cc4)c23)cc1,-1,0,3[fluorescence artefact?],-1,-1,-13,-1,1,-18
CC(C)(C)c1ccc(S(=O)(=O)NCC(=O)Nc2sc3c(c2C(N)=O)CCCC3)cc1,-3,-2,-9,-4,-4,-3,-10,-7,-20
O=C(COC(=O)CN1C(=O)c2ccccc2C1=O)Nc1ncc(Cl)cc1Cl,1,-3,6,4[fluorescence artefact?],-1,9,·,3,-1
Cc1ccc(NC2=NCC(=O)N2Cc2ccccc2)c(C)c1,8,3,4,42[fluorescence artefact?],-5,-5,-3,-9,-12
O=C(Nc1ccccc1)c1ccc(Cn2cc(C(F)(F)F)ccc2=O)cc1,19,1,0,-1,5,-7,-1,3,-9
COc1ccc(C=Nc2cccc3ncccc23)cc1,10,-1,3,-2,1,-12,-4,-6,10
CC(C)OC(=O)C(=O)NNc1ccccc1,9,-2,0,-5,12,-8,·,-7,3
CSc1nc(N)c2c(n1)OC(N)=C(C#N)C2c1cccnc1 (stereo not drawn),-1,-3,0,-5,-12,-5,-1,4,-7
CC(C)(C)NC(=O)C(c1ccco1)N(C(=O)c1csnn1)c1ccccc1 (stereo not drawn),6,3,-4,15,0,-12,4,-2,-16
COc1cc(C2Nc3ccc4ncccc4c3C3=C2C(=O)CC(C)(C)C3)cc(OC)c1O (stereo not drawn),19,0,2[fluorescence artefact?],-5,-4,-36,-9,3,-2
CC(=O)N1N=C(c2ccc(C)cc2)OC1c1ccc(Br)cc1 (stereo not drawn),6,0,1,-13,-3,7,29,1,-10
O=C(Cc1c[nH]c2ccccc12)Nc1cccc(S(=O)(=O)N2CCCCC2)c1,9,4,-4,-18,1,-6,-18,8,3
O=C1NCCN(Cc2ccc(F)cc2)C1CC(=O)N1CC=C(c2ccccc2)CC1 (stereo not drawn),9,0,-4,3,7,-96,-25,-2,4
COc1ccc(-c2nc(C#N)c(NCc3ccc(F)cc3)o2)cc1OC,7,-3,-1,2,-4,-7,-2,1,-12
C=CCN1C(=O)C(O)(CC(=O)c2ccccc2)c2ccccc21 (stereo not drawn),20,1,1,3,16,-23,19,4,-6
Cn1ccc(NC(=O)Nc2ccc(Cl)cc2Cl)n1,9,0,-4,3,4,-4,·,0,-6
Cc1onc(-c2ccccc2)c1C(=O)Nc1ccc(S(=O)(=O)NC(C)(C)C)cc1,9,-3,1,-11,-6,4,2,2,-2
CCOC(=O)c1cccc(NC(=O)C2CCCN2S(=O)(=O)c2cccc3cccnc23)c1 (stereo not drawn),19,2,7,7,9,-11,2,1,5
COc1ccc(OC)c(NC(=O)c2ccc(OC3CSC3)cc2)c1,3,-2,-1,-2,-6,-5,6,-6,-7
O=S(=O)(c1ccc(Cl)cc1)N1CCSC1c1ccco1 (stereo not drawn),8,-2,-3,-8,-11,-18,-7,2,-12
# More compounds:
SMILES,FXIIa inh,Wee1 degr inh,eIF4E 4G PPI,14-3-3 Bad inh,FXIa inh,Mdm2 ligase inh,Rad51 HR inh,p97 ATPase inh,hK5 inh
O=C(/C=C/c1ccc(Br)cc1)N1CCN(c2cccc(C(F)(F)F)c2)CC1,8,-1,-2,-1[fluorescence artefact?],-3,-11,-1,4,-4
COc1nc(N(C)S(=O)(=O)c2ccc(C)cc2)nc(C)c1Cl,15,-1,9,-3,-3,-9,12,1,-6
O=[N+]([O-])c1cc(C(F)(F)F)ccc1NCCNC(=S)Nc1ccc(Cl)cc1,27,1,2,-6,-4,-13,·,2,5
CCN1CCS/C1=C\C=C\C1=[N+](CC)CCS1,18,-1,7,8,6,-27,·,5,19
Cc1cccc(N=Cc2cc(Br)cc(Cl)c2O)c1,10,-1,2,24,2,2,16,8,9
CCCCP(=O)(CCCC)Cc1ccccc1,12,3,1[fluorescence artefact?],0,1,-13,0,-4,6

# Given with two lines to a compound: part of the list above
# Values run as follows: FXIIa inh | Wee1 degr inh | eIF4E 4G PPI | 14-3-3 Bad inh | FXIa inh | Mdm2 ligase inh | Rad51 HR inh | p97 ATPase inh | hK5 inh
O=C1NCCN(Cc2ccc(F)cc2)C1CC(=O)N1CC=C(c2ccccc2)CC1 (stereo not drawn)
    9 | 0 | -4 | 3 | 7 | -96 | -25 | -2 | 4
COc1ccc(-c2nc(C#N)c(NCc3ccc(F)cc3)o2)cc1OC
    7 | -3 | -1 | 2 | -4 | -7 | -2 | 1 | -12
C=CCN1C(=O)C(O)(CC(=O)c2ccccc2)c2ccccc21 (stereo not drawn)
    20 | 1 | 1 | 3 | 16 | -23 | 19 | 4 | -6
Cn1ccc(NC(=O)Nc2ccc(Cl)cc2Cl)n1
    9 | 0 | -4 | 3 | 4 | -4 | · | 0 | -6
Cc1onc(-c2ccccc2)c1C(=O)Nc1ccc(S(=O)(=O)NC(C)(C)C)cc1
    9 | -3 | 1 | -11 | -6 | 4 | 2 | 2 | -2
CCOC(=O)c1cccc(NC(=O)C2CCCN2S(=O)(=O)c2cccc3cccnc23)c1 (stereo not drawn)
    19 | 2 | 7 | 7 | 9 | -11 | 2 | 1 | 5
COc1ccc(OC)c(NC(=O)c2ccc(OC3CSC3)cc2)c1
    3 | -2 | -1 | -2 | -6 | -5 | 6 | -6 | -7
O=S(=O)(c1ccc(Cl)cc1)N1CCSC1c1ccco1 (stereo not drawn)
    8 | -2 | -3 | -8 | -11 | -18 | -7 | 2 | -12
O=C(/C=C/c1ccc(Br)cc1)N1CCN(c2cccc(C(F)(F)F)c2)CC1
    8 | -1 | -2 | -1[fluorescence artefact?] | -3 | -11 | -1 | 4 | -4
COc1nc(N(C)S(=O)(=O)c2ccc(C)cc2)nc(C)c1Cl
    15 | -1 | 9 | -3 | -3 | -9 | 12 | 1 | -6
O=[N+]([O-])c1cc(C(F)(F)F)ccc1NCCNC(=S)Nc1ccc(Cl)cc1
    27 | 1 | 2 | -6 | -4 | -13 | · | 2 | 5
CCN1CCS/C1=C\C=C\C1=[N+](CC)CCS1
    18 | -1 | 7 | 8 | 6 | -27 | · | 5 | 19
Cc1cccc(N=Cc2cc(Br)cc(Cl)c2O)c1
    10 | -1 | 2 | 24 | 2 | 2 | 16 | 8 | 9
CCCCP(=O)(CCCC)Cc1ccccc1
    12 | 3 | 1[fluorescence artefact?] | 0 | 1 | -13 | 0 | -4 | 6
